aGal spleen mod: inhibitors or activators of human alpha-galactosidase in spleen homogenate. P06280. human spleen homogenate, 4MU-alpha-Gal fluorescence, 40 min. Potency, µM (highest dose often 80 µM), for the others: at the top dose activity change, negative = inhibition, usual class: inhibitors. 240,000 compounds, 0.008% hits. AID 2107;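 further: 0% = enzyme with vehicle and -100% = no enzyme basal signal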
Target sequence (P06280 32-429 limits assumed): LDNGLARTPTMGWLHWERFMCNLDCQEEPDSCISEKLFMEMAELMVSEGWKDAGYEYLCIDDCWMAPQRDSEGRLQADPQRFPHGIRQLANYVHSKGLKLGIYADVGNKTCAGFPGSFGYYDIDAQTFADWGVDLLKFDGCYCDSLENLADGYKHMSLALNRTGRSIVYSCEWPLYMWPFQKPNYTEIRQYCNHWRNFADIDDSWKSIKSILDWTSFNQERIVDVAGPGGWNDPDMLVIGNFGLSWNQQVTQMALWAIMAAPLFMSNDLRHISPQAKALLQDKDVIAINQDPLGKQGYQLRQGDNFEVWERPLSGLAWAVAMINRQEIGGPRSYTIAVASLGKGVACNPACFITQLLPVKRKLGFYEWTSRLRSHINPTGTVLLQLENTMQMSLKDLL
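qHTS titration in buffer at pH 5.0. Alpha-galactosidase activity in spleen homogenate was measured via 4-methylumbelliferone release from 1 mM fluorogenic substrate after 40 min at 37C and a pH 10 stop. AC50 came from Hill fits of control-normalized data.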
TexasRed fluor: alters Texas Red total fluorescence, flagging assay interference; TRb/SRC2 Texas Red total fluorescence interference; Potency, µM (top dose mostly 106 µM), without a hit: at the highest dose fluorescence change, negative = quenching; 280,000 compounds, 0.29% hits; AID 1479; active means well fitted curve in either direction with a large enough effect; inconclusive means small, poorly fitted or top-dose-only effect
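Human TRβ ligand-binding domain (0.6 uM) and Texas Red SRC2 peptide (20 nM) in Tris buffer with 1 uM T3 and 5% DMSO were incubated with pinned compound for 5 hr at ambient temperature. Total fluorescence was computed as S + 2P (555/632 nm).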
Tau FP inhib: blocks human tau fibril formation measured by polarization; P10636; 280,000 compounds, 0.39% hits; Potency, µM (highest dose often 57.7 µM), without a hit: top-dose activity, negative = inhibition, usual class: inhibitors; K18 P301L tau heparin fibrillization, Alexa594 FP, 6 h; AID 1468; further: nearly all actives have a fitted effect of over 55% in size
Target sequence (P10636 561-689 P618L limits assumed): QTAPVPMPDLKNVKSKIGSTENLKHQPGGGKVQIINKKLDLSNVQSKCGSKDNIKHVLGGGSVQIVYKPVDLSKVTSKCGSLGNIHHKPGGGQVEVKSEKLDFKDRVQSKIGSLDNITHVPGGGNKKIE
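Human tau K18 […] P301L fragment, 15 uM unlabeled plus 0.24 uM Alexa 594-labeled tau (final), with compound and 20 uM heparin in 100 mM sodium acetate pH 7; 6 hr at 37 C, then Alexa 594 FP read.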
L3MBTL1 inh: blocks human L3MBTL1. Q9Y468. AlphaScreen L3MBTL1–H3K9me1 peptide binding. Potency, µM (series often up to 57.1 µM), without a hit: at the top dose activity, negative = inhibition, most hits filed as inhibitors. 230,000 compounds, 0.66% hits; further: nearly all actives have a fitted effect of over 60% in size
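L3MBTL1 (50 nM) pre-complexed 30 min with biotinylated H3(1-15)K9me1 peptide (75 nM), then compounds added for 30 min at room temperature; AlphaScreen streptavidin donor/nickel chelate acceptor beads (10 ug/mL final) read after 30 min dark incubation.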
TRb-SRC2 inh: disrupts binding of human TR beta to SRC2; Potency, µM (series often up to 106 µM), inactives show at the highest dose activity change, negative = inhibition, usual class: inhibitors; 280,000 compounds, 0.065% hits; TRbeta-SRC2 peptide binding, fluorescence polarization; receptor liganded with 1 µM T3; AID 1469;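 further: plate controls were bound peptide for no effect and peptide without receptor for full effect; nearly all actives have a fitted effect of over 50% in size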
Target sequence (P10828 whole entry, looked up): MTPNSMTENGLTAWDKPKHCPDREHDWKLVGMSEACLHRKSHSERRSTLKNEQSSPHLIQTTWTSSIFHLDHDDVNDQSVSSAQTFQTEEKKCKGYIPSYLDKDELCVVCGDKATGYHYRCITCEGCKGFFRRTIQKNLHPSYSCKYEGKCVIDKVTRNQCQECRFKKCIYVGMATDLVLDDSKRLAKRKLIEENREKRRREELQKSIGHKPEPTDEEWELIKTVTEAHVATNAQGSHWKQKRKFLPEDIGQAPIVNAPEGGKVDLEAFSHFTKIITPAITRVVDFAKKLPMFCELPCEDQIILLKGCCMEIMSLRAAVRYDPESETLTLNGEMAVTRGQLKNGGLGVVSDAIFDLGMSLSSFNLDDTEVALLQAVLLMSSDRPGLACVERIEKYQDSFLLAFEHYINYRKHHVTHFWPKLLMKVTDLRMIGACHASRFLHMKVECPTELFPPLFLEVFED
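Fluorescence polarization of 20 nM Texas Red SRC2 peptide with 0.6 uM human TRb ligand-binding domain, in Tris buffer with 1uM T3 and 5% DMSO. Incubated 5 hr ambient; normalized to unbound and bound controls.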
Tau fluor cs: counter-screen for tau fibril formation inhibitors; tau K18 P301L Alexa594 fluorescence, heparin fibrillization; Potency, µM (highest dose often 57.7 µM), for the others: top-dose activity change, negative = decrease; 280,000 compounds, 0.93% hits; further: nearly all actives have a fitted effect of over 55% in size
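Human K18 P301L tau (15 uM unlabeled plus 0.24 uM Alexa 594-labeled, final) in 100 mM sodium acetate pH 7 was mixed with compound and 20 uM heparin and incubated 6 hr at 37 C.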
Tau ThT inhib: inhibitors of human tau fibril formation, thioflavin T binding. recombinant tau K18 P301L (four-repeat tau fragment), heparin-induced fibrillization, ThT fluorescence. P10636. 270,000 compounds, 2.1% hits. AID 1460. Potency, µM (highest dose often 57.4 µM), for the others: at the highest dose activity, negative = inhibition, most hits filed as inhibitors; further: nearly all actives have a fitted effect of over 55% in size
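Recombinant human tau K18 fragment […] carrying P301L, 15 uM unlabeled plus 0.24 uM Alexa 594-labeled, was fibrillized with 20 uM heparin in 100 mM sodium acetate pH 7 for 6 hr at 37 C; 30 uM ThT fluorescence read after 1 hr.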
ALDH1A1 inh: inhibitors of human aldehyde dehydrogenase 1A1; P00352; Purified ALDH1A1, NADH fluorescence, propionaldehyde substrate; Potency, µM (highest dose often 75.3 µM), inactives show top-dose activity, negative = inhibition, hits mostly inhibitors; 220,000 compounds, 7.3% hits; AID 1030; active means well fitted inhibition curve with a large enough effect, not every such curve was filed as active; inconclusive means small, poorly fitted or top-dose-only effect, or another doubt; inactive means no such curve, though single readings can be large or run the other way;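 further: plate controls were no enzyme wells and a reference inhibitor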
* marks the source's active call; other numbers are inactive results; ? = inconclusive; / = not tested or not shown; [ ] = dose if it differs, or a comment. Unless noted, the call rests on the fitted dose curve; in most records, active means well fitted curve in the direction sought with a large enough effect; inconclusive means small, poorly fitted or top-dose-only effect, or another doubt; inactive means no such curve, though single readings can be large; an effect the other way counts as inactive or inconclusive. Unless noted, on the % scale 0 is the no-effect control and ±100 the full control effect; potency means the concentration at half of the fitted maximal effect.

[1] Cc1ccc(-c2nnn(CC(=O)NCCc3ccc4c(c3)OCO4)n2)cc1
[2] Cc1ccc(OCC(=O)OC2CCCN(C)C2)cc1 (stereo not given)
[3] CSc1ccc(C(=O)C2CCCN(C(=O)Cc3nonc3C)C2)cc1 (stereo not given)
[4] Cc1ccsc1/C=N/n1c(-c2ccccc2)n[nH]c1=S
[5] CCC(Sc1nnc(-c2ccc(OC)cc2)c(-c2ccc(OC)cc2)n1)C(=O)NC1CCCCC1 (stereo not given)
[6] CC(=O)Nc1ccc(NC(=O)[C@@H]2CCCN2S(=O)(=O)c2ccc3c(c2)OCCO3)cc1
[7] C/C(=N\NC(=O)CSCc1cccc(Br)c1)c1ccc([N+](=O)[O-])cc1
[8] CCCCNC(=O)CCNS(=O)(=O)c1ccc(Br)cc1
[9] Cc1cc(C)c(C#N)c(SCCS(=O)(=O)Cc2ccc(Cl)cc2)n1
[10] CC1(C)CC(=O)C(C=Nc2ccc3cn[nH]c3c2)=C(O)C1
entry no.	1	2	3	4	5	6	7	8	9	10
Tau fluor cs	4%	2%	-12%	8%	5%	1%	-17%	-6%	4%	-4%
TexasRed fluor	0%	0%[53 µM]	0%	-5%[53 µM]	-1%	1%	1%	0%	0%	1%
aGal spleen mod	-4%	5%	1%	-1%	/	-1%	-7%	-1%	4%	-15%
ALDH1A1 inh	3%	-4%	?	?	/	12%	-13%	-4%	5µM*	14µM*
Tau ThT inhib	3%	1%	-3%	10%	3%	-3%	-6%	-6%	4%	1%
L3MBTL1 inh	6%	14%	1%	-6%	/	4%	-5%	?	-1%	5%
Tau FP inhib	-5%	7%	-7%	1%	4%	0%	2%	6%	-2%	-1%
TRb-SRC2 inh	3%	3%[53 µM]	-3%	-2%[53 µM]	-13%	-5%	2%	-9%	-16%	1%

Part of the list above in order of SMILES length, descending:
[5] CCC(Sc1nnc(-c2ccc(OC)cc2)c(-c2ccc(OC)cc2)n1)C(=O)NC1CCCCC1 (stereo not given)
[1] Cc1ccc(-c2nnn(CC(=O)NCCc3ccc4c(c3)OCO4)n2)cc1
[4] Cc1ccsc1/C=N/n1c(-c2ccccc2)n[nH]c1=S
[8] CCCCNC(=O)CCNS(=O)(=O)c1ccc(Br)cc1
entry no.	5	1	4	8
Tau fluor cs	5%	4%	8%	-6%
TexasRed fluor	-1%	0%	-5%[53 µM]	0%
aGal spleen mod	/	-4%	-1%	-1%
ALDH1A1 inh	/	3%	?	-4%
Tau ThT inhib	3%	3%	10%	-6%
L3MBTL1 inh	/	6%	-6%	?
Tau FP inhib	4%	-5%	1%	6%
TRb-SRC2 inh	-13%	3%	-2%[53 µM]	-9%

Going on with the list:
[11] Cc1ccc(S(=O)(=O)Cc2ccc(C(=O)NCc3ccc4c(c3)OCO4)o2)cc1
[12] Cc1nc2c(-c3ccccc3)c(C)nn2c(C)c1CCC(=O)NCc1cccc(Cl)c1
[13] CCN(CC)C(=O)Cn1cc(SCC(=O)NC2CCCC2)c2ccccc21
[14] O=C(O)c1cccc(Cn2cc(Cl)cn2)c1
[15] Cc1cc(=O)n2ccccc2c1C#N
[16] O=C(COC(=O)/C=C/c1ccc(OC(F)F)cc1)NCCN1C(=O)CSC1=O
[17] CCOc1cccc(SCc2noc(C(=O)NCC3CCCO3)c2C(=O)O)c1 (stereo not given)
[18] COc1ccc(C2C(C(=O)N3CCC(C(N)=O)CC3)CC(=O)N2c2ccc(OC)cc2)cc1 (stereo not given)
[19] O=C(NCCc1ccc(Cl)cc1)C(=O)NCC(c1ccco1)S(=O)(=O)c1ccccc1 (stereo not given)
[20] CCc1cccc(C)c1Nc1c(-c2cccc(O)c2)nc2cnccn12
entry no.	11	12	13	14	15	16	17	18	19	20
Tau fluor cs	-13%	-7%	-9%	6%	1%	-4%	3%	-3%	6%	?
TexasRed fluor	-2%	?	-1%	2%	3%	-5%	1%[53 µM]	0%	-2%	0%
aGal spleen mod	3%	/	-8%	0%	?	2%	-12%	1%	/	/
ALDH1A1 inh	10µM*	/	-8%	5%	?	0%	-6%	?	/	/
Tau ThT inhib	-6%	8%	-10%	13%	-3%	-8%	2%	0%	0%	-14%
L3MBTL1 inh	-33%	/	/	?	/	1%	45%[activator]	/	/	/
Tau FP inhib	0%	-6%	4%	2%	5%	-1%	3%	2%	-6%	11%
TRb-SRC2 inh	12%	3%	7%	-7%	-17%	-7%	-17%[53 µM]	1%	-7%	-8%

[21] COC(=O)c1ccc(NC(=O)Nc2ccccc2F)cc1
[22] O=C1OCCC1Sc1nnc(-c2ccccc2)o1 (stereo not given)
[23] Cc1ccc(NC(=O)c2cncc(Br)c2)cc1S(=O)(=O)N(C)C
[24] COc1ccc(NC(=O)c2c(NCc3sccc3C)sc3c2CCCCC3)c(OC)c1
[25] COc1ccc(S(=O)(=O)Nc2nc3ccccc3nc2Nc2ccc3c(c2)OCO3)cc1
[26] Cc1c(Br)c(=O)oc2c(C)c(O)ccc12
[27] CN(C)c1ccc(-c2noc(C3CCN(S(=O)(=O)c4cccc(C(=O)O)c4)CC3)n2)cc1
[28] Cc1cc(C(=O)N2CCN(C/C=C/c3ccccc3)CC2)no1
[29] O=C(C1CCN(Cc2ccc(F)cc2)CC1)N(CCO)Cc1ccccc1
[30] Cc1cc(C)n(CC(O)Cn2c3ccc(Cl)cc3c3cc(Cl)ccc32)c(=O)n1 (stereo not given)
entry no.	21	22	23	24	25	26	27	28	29	30
Tau fluor cs	-24%	3%	-5%	?	?	-1%	-15%	-6%	7%	-23%
TexasRed fluor	-1%	3%	13%	-11%	4%	-6%	-5%	1%	1%	-1%
aGal spleen mod	2%	6%	-20%	/	4%	-9%	-3%	-19%	0%	2%
ALDH1A1 inh	-5%	7%	?	/	?	?	?	2%	-3%	?
Tau ThT inhib	4%	-2%	-3%	28µM*	?	-11%	?	-5%	7%	-9%
L3MBTL1 inh	1%	5%	4%	/	1%	-5%	-10%	1%	1%	/
Tau FP inhib	?	5%	-1%	?	3%	-6%	0%	4%	2%	-5%
TRb-SRC2 inh	-1%	-4%	22%	-2%	-6%	0%	1%	?	-14%	8%

[31] CCCCCCNS(=O)(=O)c1ccc(Cl)s1
[32] N#C/C(C(=O)N1CCOCC1)=C1\Nc2ccccc2S1
[33] CN(C)c1ccc(/C=N/NC(=O)c2ccccn2)cc1
[34] CC(C(=O)Nc1cccc(S(=O)(=O)N2CCOCC2)c1)N1CCN(C/C=C/c2ccccc2)CC1 (stereo not given)
[35] CCC/C=C(\CCC)C(NC(=O)c1ccccc1)c1ccccc1 (stereo not given)
[36] O=C(Cc1cccs1)NNC(=S)NC(=O)c1ccc(F)c(F)c1
[37] CCOCCCNC(=O)c1ccc(N2CCOCC2)c(NS(=O)(=O)c2ccc(OC)cc2)c1
[38] N=C1S/C(=C\c2ccc(-c3ccccc3C(=O)O)o2)C(=O)N1c1ccc2c(c1)OCO2
[39] CCN1CCN(C(=O)/C=C/c2c(F)cccc2Cl)CC1
[40] COc1c2c(nc3occc13)C(CCC(C)(C)O)(OC)C(O)CC2 (stereo not given)
entry no.	31	32	33	34	35	36	37	38	39	40
Tau fluor cs	-16%	-2%	-18%	-10%	-11%	-9%	-4%	-26%	9%	8%
TexasRed fluor	-1%	-1%	-6%	0%	0%	-7%	-2%	-3%	1%	-5%
aGal spleen mod	0%	-1%	-2%	-5%	2%	1%	-1%	-1%	-1%	-3%
ALDH1A1 inh	-3%	-2%	/	8%	?	?	2.5µM*	11µM*	6%	-6%
Tau ThT inhib	-4%	-12%	?	1%	-6%	-15%	-7%	3.5µM*	1%	3%
L3MBTL1 inh	27%	15%	1%	2%	/	15%	/	/	1%	6%
Tau FP inhib	-13%	9%	-11%	-4%	-3%	-3%	5%	-10%	7%	-2%
TRb-SRC2 inh	-6%	14%	5%	-5%	2%	5%	7%	1%	-10%	2%

[41] C=CCN1CCN(C(c2cccc(OC)c2OC)c2nnnn2CCC(C)C)CC1 (stereo not given)
[42] COC(=O)c1c(SCc2cccc3ccccc23)nc(=O)[nH]c1C
[43] Cc1cc(C)nc(SCc2nnc(SCC(=O)Nc3nccs3)n2C)n1
[44] CCCCCCCc1c(C#N)c(N)[nH]c(=S)c1C#N
[45] O=c1c(C(c2ccc(Br)cc2)c2c(O)nc3n(c2=O)CCCS3)c(O)nc2n1CCCS2
[46] COc1ccccc1CNC(=O)c1ccc2c(c1)N(Cc1cc(C)ccc1C)C(=O)c1ccccc1S2
[47] COc1ccc(/C=N/NC(=O)CNC(=O)c2ccc(S(=O)(=O)N3CCOCC3)cc2)c(OC)c1
[48] COc1ccccc1NC(=O)c1csc2c1CCCC2
[49] O=C(c1ccco1)N(CCC(c1ccccc1)c1ccco1)Cc1ccccc1 (stereo not given)
entry no.	41	42	43	44	45	46	47	48	49
Tau fluor cs	-5%	-13%	7%	-25%	-29%	-4%	-5%	-12%	-3%
TexasRed fluor	-1%	1%	-6%	-2%	1%	-1%	-2%	1%	0%
aGal spleen mod	-5%	-1%	12%	2%	5%	/	0%	1%	-6%
ALDH1A1 inh	4%	/	7%	/	-8%	/	-22%	-6%	8.9µM*
Tau ThT inhib	-11%	-4%	-2%	?	?	4%	-7%	-11%	?
L3MBTL1 inh	/	/	13%	-22%	-9%	/	8%	10%	?
Tau FP inhib	6%	-4%	10%	-2%	?	-11%	3%	-6%	-13%
TRb-SRC2 inh	-2%	-1%	3%	1%	-6%	-4%	-10%	-13%	3%

Pulled by compound from above:
[43] Cc1cc(C)nc(SCc2nnc(SCC(=O)Nc3nccs3)n2C)n1
[49] O=C(c1ccco1)N(CCC(c1ccccc1)c1ccco1)Cc1ccccc1 (stereo not given)
entry no.	43	49
Tau fluor cs	7%	-3%
TexasRed fluor	-6%	0%
aGal spleen mod	12%	-6%
ALDH1A1 inh	7%	8.9µM*
Tau ThT inhib	-2%	?
L3MBTL1 inh	13%	?
Tau FP inhib	10%	-13%
TRb-SRC2 inh	3%	3%

Screening data deposited in PubChem by National Center for Advancing Translational Sciences (NCATS).
